Assay outcomes deposited in PubChem by National Center for Advancing Translational Sciences (NCATS).
HT1080 IDH1KD tx: qHTS for induction of synthetic lethality in tumor cells producing 2HG: qHTS for the HT-1080-IDH1KD cell line; actives 2% (n = 360,000); HT-1080 IDH1 knockdown viability, ATP luminescence, 48 h; Potency, µM (top dose mostly 46.1 µM), for the others: at the highest dose activity, negative = toxicity, usual class: cytotoxic;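 note: potency is the fitted concentration of half-maximal effect; 0% = DMSO wells and -100% = cell-free medium wells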
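HT-1080-IDH1KD cells (IDH1 knocked down), 750/well in RPMI with 5% FBS, treated with compound 48 h at 37 degrees C. Viability by CellTiter-Glo luminescence, normalised to DMSO and no-cell wells; concentration-response curves classed.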
SW480 rerep: A quantitative high throughput screen for small molecules that induce DNA re-replication in SW480 colon adenocarcinoma cells | SW480 DNA re-replication, Hoechst DNA content imaging, 48 h | Potency, µM (doses to about 46.1 µM), inactives show at the highest dose re-replication activation, most hits filed as activators | actives 1.8% (n = 340,000); note: potency is the fitted concentration of half-maximal effect; % of control where 0% means no effect; nearly all actives have a fitted effect of over 55% in size
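Cells (250 per well) received 23 nL compound or DMSO by pin tool and were kept 48 hr at 37 C, 5% CO2. Nuclei were then stained with Hoechst for 40 min and scanned for DNA content.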
HT1080-NT tox: qHTS for induction of synthetic lethality in tumor cells producing 2HG: qHTS for the HT-1080-NT fibrosarcoma cell line; AID 686970, 2013; Potency, µM (doses to about 46.1 µM), inactives show at the top dose activity, negative = less viability, hits mostly cytotoxic; HT-1080-NT fibrosarcoma viability, CellTiter-Glo ATP luminescence, 48 h; actives 1.6% (n = 360,000);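 note: NT is the 2HG producing partner of a matched IDH1 knockdown line; potency is the fitted concentration of half-maximal effect; 0% = DMSO-treated cells and -100% = media-only wells without cells; nearly all actives have a fitted effect of over 55% in size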
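Compounds were tested in concentration-response format on HT-1080-NT cells for 48 hours at 37 degrees C. Cell viability came from CellTiter-Glo luminescence; curves were classified by r2, response magnitude and activity.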
KB-V1 cytotox: qHTS assay for MDR1-selective chemotherapeutics: Primary screen using the drug-selected MDR subline cells KB-V1; KB-V1 MDR cells viability, CellTiter-Glo, 72 h; Potency, µM (series often up to 46.1 µM), without a hit: at the top dose activity change, negative = cytotoxicity, most hits filed as cytotoxic; actives 3.4% (n = 400,000); note: potency is the fitted concentration of half-maximal effect; % is set by controls: 0 for no effect and ±100 for the full control effect; nearly all actives have a fitted effect of over 60% in size
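Readout: CellTiter-Glo luminescence, 10 min after addition. Cells: KB-V1 MDR subline, 72 h at 37 degrees C with compound. Analysis: corrected, normalized data fitted to concentration-effect curves.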
ATXN2 expr inh: Primary qHTS for Inhibitors of ATXN expression | HEK-293 ATXN2-luciferase reporter, luminescence, 24 h | Potency, µM (doses to about 57 µM), inactives show at the top dose activity change, negative = inhibition, hits mostly inhibitors | actives 0.72% (n = 360,000) | AID 1745845, 2022; note: potency is the fitted concentration of half-maximal effect; % is set by controls: 0 for no effect and ±100 for the full control effect; nearly all actives have a fitted effect of over 55% in size
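qHTS (up to 57 uM final) was run with 24 h compound exposure of reporter cells at 37 °C. Each well was multiplexed: SteadyGlo luminescence measured ATXN2-luciferase expression after a fluorogenic Gly-Phe-AFC viability readout (25 uM final).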
IL-1B inflam inh: qHTS for Inhibitors of Inflammasome Signaling: IL-1-beta AlphaLISA Primary Screen; THP-1 LPS/ATP IL-1B secretion, AlphaLISA, 16 h; active compounds read low; activity change, % at 57.5 µM; actives 4.7% (n = 360,000); AID 743279, 2014; in the data active = activity change below about -50%; inconclusive = mostly about -30% to -49%; note: % is set by controls: 0 for no effect and ±100 for the full control effect
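THP-1 cells pretreated 1 hr with compounds (up to 57.5 uM final), then stimulated with LPS (250 ng/mL final) plus ATP (1.25 mM final); secreted IL-1B measured by AlphaLISA after 16 hr, decreased signal indicating inhibition.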
KB-3-1 cytotox: qHTS assay for MDR1-selective chemotherapeutics: Primary screen using the parental adenocarcinoma cell KB-3-1; KB-3-1 viability, CellTiter-Glo ATP luminescence, 72 h; Potency, µM (doses to about 46.1 µM), for the others: at the top dose activity change, negative = cytotoxic, usual class: cytotoxic; actives 1.4% (n = 400,000); AID 1347075, 2019; note: potency is the fitted concentration of half-maximal effect; % is set by controls: 0 for no effect and ±100 for the full control effect; nearly all actives have a fitted effect of over 60% in size
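Screening of KB-3-1 cells (DMEM, 10% FBS, phenol-red free) ran from lowest to highest compound concentration; after 72 h at 37 °C viability was read luminescently and curves fitted.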
WRN helicase inh: qHTS for Inhibitors of WRN Helicase; actives 0.46% (n = 360,000); Potency, µM (series often up to 114 µM), inactives show at the highest dose activity change, negative = inhibition, hits mostly inhibitors; Bifunctional 3'-5' exonuclease/ATP-dependent helicase WRN (Homo sapiens), Q14191; WRN helicase unwinding, fluorescent forked duplex, kinetic; AID 651768, 2012; note: potency is the fitted concentration of half-maximal effect; % is set by controls: 0 for no effect and ±100 for the full control effect; nearly all actives have a fitted effect of over 55% in size
Target sequence (Q14191 whole entry, looked up): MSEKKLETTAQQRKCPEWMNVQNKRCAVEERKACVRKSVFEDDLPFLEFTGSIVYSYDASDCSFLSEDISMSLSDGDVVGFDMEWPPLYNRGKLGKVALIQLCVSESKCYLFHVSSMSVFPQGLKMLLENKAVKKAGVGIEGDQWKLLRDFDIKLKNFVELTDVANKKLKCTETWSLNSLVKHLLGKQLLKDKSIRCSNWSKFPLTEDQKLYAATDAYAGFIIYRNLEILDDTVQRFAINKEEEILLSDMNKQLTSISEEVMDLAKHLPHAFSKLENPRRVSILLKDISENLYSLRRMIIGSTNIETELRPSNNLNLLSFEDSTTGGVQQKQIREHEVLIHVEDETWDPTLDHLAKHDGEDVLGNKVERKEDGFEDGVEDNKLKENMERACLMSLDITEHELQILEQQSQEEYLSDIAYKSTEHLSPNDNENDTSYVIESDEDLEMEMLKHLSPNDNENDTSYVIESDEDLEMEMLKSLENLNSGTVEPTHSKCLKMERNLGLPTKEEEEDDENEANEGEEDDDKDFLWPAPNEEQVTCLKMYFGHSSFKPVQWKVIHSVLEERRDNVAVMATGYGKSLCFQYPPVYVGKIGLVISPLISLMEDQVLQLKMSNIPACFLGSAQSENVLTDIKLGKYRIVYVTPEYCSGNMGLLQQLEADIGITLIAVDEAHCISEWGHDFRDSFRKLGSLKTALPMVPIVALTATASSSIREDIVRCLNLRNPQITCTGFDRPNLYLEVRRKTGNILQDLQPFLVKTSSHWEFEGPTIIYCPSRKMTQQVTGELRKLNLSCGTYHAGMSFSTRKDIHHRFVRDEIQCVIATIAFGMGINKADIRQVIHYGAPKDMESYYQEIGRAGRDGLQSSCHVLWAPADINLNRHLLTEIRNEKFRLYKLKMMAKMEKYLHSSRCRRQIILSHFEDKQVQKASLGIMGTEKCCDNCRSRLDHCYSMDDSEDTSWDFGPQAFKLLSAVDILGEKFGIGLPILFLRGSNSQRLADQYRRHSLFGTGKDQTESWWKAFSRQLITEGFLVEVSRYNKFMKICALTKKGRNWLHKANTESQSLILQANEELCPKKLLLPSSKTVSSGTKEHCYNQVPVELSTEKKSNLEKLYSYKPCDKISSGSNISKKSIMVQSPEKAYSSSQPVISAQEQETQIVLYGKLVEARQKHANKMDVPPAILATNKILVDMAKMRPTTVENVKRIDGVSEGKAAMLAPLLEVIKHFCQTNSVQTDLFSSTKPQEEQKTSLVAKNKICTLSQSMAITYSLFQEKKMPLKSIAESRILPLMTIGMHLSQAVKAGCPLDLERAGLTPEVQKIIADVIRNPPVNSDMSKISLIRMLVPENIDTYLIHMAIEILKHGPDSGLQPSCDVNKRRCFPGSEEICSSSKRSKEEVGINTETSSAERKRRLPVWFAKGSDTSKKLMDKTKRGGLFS
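Primary qHTS, 1536-well format. 20 nM WRN + compound, 15 min RT; start with 100 nM forked fluorophore/quencher duplex, 2 mM ATP (final); kinetic read ex 525/em 598 nm.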
MCF10A rereplic: A quantitative high throughput screen for small molecules that induce DNA re-replication in MCF 10a normal breast cells; actives 2.9% (n = 350,000); MCF 10A DNA re-replication, Hoechst nuclear intensity, 48 h; Potency, µM (top dose mostly 46.1 µM), without a hit: at the top dose activity, positive = re-replication, most hits filed as activators; AID 624296, 2012; note: potency is the fitted concentration of half-maximal effect; % of control where 0% means no effect; nearly all actives have a fitted effect of over 50% in size
* hit, by the source's call; ? = inconclusive; · = not tested or not shown; [ ] = dose if it differs, or a comment. Unless noted, calls come from the whole dose curve; as a rule, active = well fitted curve in the direction sought with a large enough effect; inconclusive = small, poorly fitted or top-dose-only effect, or another doubt; inactive = no such curve, though single readings can be large; an effect the other way counts as inactive or inconclusive.

SMILES	HT1080 IDH1KD tx	SW480 rerep	HT1080-NT tox	KB-V1 cytotox	ATXN2 expr inh	IL-1B inflam inh	KB-3-1 cytotox	WRN helicase inh	MCF10A rereplic
CCOC(=O)COc1ccc2cc(C(=O)OCC)c(=O)oc2c1	5%	-4%	10%	2%	-7%	-80*	-6%	-32%	-10%
Nc1cc(C(=O)OCC(=O)NNC(=O)c2cccs2)ccc1Cl	12%	-6%	15%	?	-5%	3	-8%	?	?
CC(Oc1ccccc1)c1ccnn1S(C)(=O)=O (centres undefined)	1%	6%[9.22 µM]	-5%	1%	4%	-26	-6%	-9%	13%
CC(OC(=O)Cc1n[nH]c(=O)c2ccccc12)C(=O)Nc1cccc([N+](=O)[O-])c1 (centres undefined)	11%	-2%	-1%	-4%	-1%	15	11%	-14%	0%
O=C(Cc1ccc(NC(=O)C2CCCN(C(=O)C3CCCC3)C2)cc1)Nc1cccc(C(=O)N2CCCC2)c1 (centres undefined)	10%	2%	6%	0%	1%	18	0%	-4%	?
O=C(CN1CCCC1)N/N=C/c1c(O)ccc2ccccc12	16µM*	11%	?	-17%	2.8µM*	170	?	8%	?
COC(=O)C(NC(=O)c1ccccc1C)(Nc1ncc(S(=O)(=O)c2ccc([N+](=O)[O-])cc2)s1)C(F)(F)F (centres undefined)	?	0%	?	?	-4%	-23	?	-11%	?
Cc1c(Cl)cccc1NC(=O)CSc1sc2c(O)cc(=O)[nH]c2c1C#N	16%	-8%	27%	20%	-2%	-1	2%	-3%[11.6 µM]	1%
CCN(CC(=O)Nc1c(F)cccc1F)C(=O)CCc1nc2cc(S(=O)(=O)N3CCOCC3)ccc2n1C	0%	0%	-2%	0%	-3%	-3	10%	11%	-1%
CCc1nnc2n1N=C(c1ccc(-c3cc(Cl)ccc3Cl)o1)CS2	0%	7%	-17%	-12%	-9%	0	6%	-8%	9%
CC(OC(=O)c1cccc(-n2cnnn2)c1)C(=O)c1ccccc1 (centres undefined)	-3%	-2%	-4%	18%	29%	11	8%	-8%	0%
CC1=NS(=O)(=O)NC(C)(C)C1	10%	-4%	4%	17%	-16%	13	7%	-1%	-7%

Individual results from the results shown:
ATXN2 expr inh result of `CCOC(=O)COc1ccc2cc(C(=O)OCC)c(=O)oc2c1` is entered as -7%
HT1080-NT tox result of `CC(Oc1ccccc1)c1ccnn1S(C)(=O)=O` (centres undefined) is entered as -5%

Next part.
SMILES	HT1080 IDH1KD tx	SW480 rerep	HT1080-NT tox	KB-V1 cytotox	ATXN2 expr inh	IL-1B inflam inh	KB-3-1 cytotox	WRN helicase inh	MCF10A rereplic
Cc1cc(C)cc(NC(=O)N2CCC(NC(=O)c3ccco3)CC2)c1	10%	-24%	1%	1%	3%	-3	0%	8%	12%
COc1ccc(Nc2nc(C)c3ccccc3n2)cc1	-11%	-2%	-15%	-7%	44%[activator]	-24	-5%	-7%	0%
CSc1nc(C)c(C(=O)C[n+]2ccccc2)cc1C#N	-3%	2%	-2%	-7%	9%	-16	1%	0%	-1%
Cc1cc2c(N=NC(=O)CCc3ccccc3)c(O)[nH]c2cc1Br	24%	-4%	15%	?	-24%	38	?	-12%	18%
O=C(Cc1ccc([N+](=O)[O-])cc1)N/N=C/c1cccnc1	8%	-5%	-1%	6%	-43%	26	8%	-2%	?
O=C(CSc1nnc2ccc(-c3ccccn3)nn12)Nc1ccc(F)cc1F	12%	0%	12%	-6%	-1%	-8	0%	-3%	1%
Cc1c(C(=O)N(Cc2ccccc2Cl)C2CCS(=O)(=O)C2)oc2ccccc12 (centres undefined)	0%	-1%	-3%	7%	20%	9	-10%	-2%	18%
CC1=NNC(=O)C1CC(=O)N/N=C(/C)c1cccc([N+](=O)[O-])c1 (centres undefined)	14%	-9%	14%	-1%	-17%	5	0%	7%	-1%
O=c1c2cc3c(=O)n(-c4ccccc4O)c(=O)c3cc2c(=O)n1-c1ccccc1O	?	17%	?	?	9%[11.3 µM]	18	1%	1%	4%
NS(=O)(=O)c1ccc(CCNC(=O)CNC(=O)c2ccc(Br)o2)cc1	7%	12%	0%[9.24 µM]	?	3%	3	21%	5%	1%
COc1cc(Cl)ccc1OCc1cc(C(=O)N(C)CCc2cnn(C)c2)no1	8%	-10%	4%	-1%	57%[activator]	0	0%	-1%[57.1 µM]	11%
CC(=O)c1cc(C#N)c(SCC(=O)O)nc1C	15%	8%	12%	3%	5%	14	-1%	1%	3%
COc1ccc(N(CC(=O)Nc2ccc3c(c2)OCO3)S(=O)(=O)c2ccccc2)cc1OC	0%	27%	0%	0%	-5%	8	?	-1%	-15%
C=CCn1nnnc1SCC(=O)Nc1ccccc1C(=O)OC	-4%	-3%	6%	1%	1%	-6	1%	1%	0%
O=C(NCCNc1ccc([N+](=O)[O-])cc1)c1ccccc1F	4%	-2%	1%	?	4%	-1	3%	-5%	9%
COc1cc2cc(C#N)c(SCC(=O)N3CCOCC3)nc2cc1OC	12%	-2%	13%	-9%	18%	-11	2%	-6%	1%
Cc1csc(SC(C)c2nc3scc(-c4ccccc4)c3c(=O)[nH]2)n1 (centres undefined)	-5%	-29%	12%	9.2µM*	·	0	?	0%	?
CCn1c(CNC(=O)c2ccc(F)cc2)cc2ccccc21	0%	2%	10%	-14%	·	27	-6%	2%	0%
COc1ccc(-c2cc(C(F)(F)F)c3c(n2)sc2c(O)cc(=O)[nH]c23)c(OC)c1	-7%	23%	-7%	?	-12%	0	4%	?	?
CC1SC(c2ccc(Cl)cc2Cl)NC1=O (centres undefined)	-4%	?	-5%	11%	5%	9	-4%	-10%	-1%
Clc1ccc(-c2csc(N3CCOCC3)n2)cc1	14%	-3%	25%	1%	53%[activator]	-14	?	-3%	1%
COc1ccc(NS(=O)(=O)c2cccc(C(=O)N3CCCC(C)C3)c2)cc1 (centres undefined)	-17%	-4%	-19%	0%	-4%	50	-22%	-7%	?
CSc1nncc(-c2ccc(F)cc2)n1	19%	-8%	15%	-6%	9%	-14	2%	0%	-3%
COc1ccc(C(C(=O)NC2CCCC2)n2c(CSCCOc3ccccc3)nc3ccccc32)cc1 (centres undefined)	-16%	·	-11%	?	·	7	2%	-1%	·
COC(=O)c1c(N)n(CCCN2CCOCC2)c2nc3ccccc3nc12	18%	?	8%	-14%	-9%	-30	-1%	-18%	?
COc1ccc(NC(=S)Nc2cnc3ccccc3c2)c(OC)c1	4%	-29%	16%	-12%	·	-1	?	2%	-3%
CCCOC(=O)CCCCC1SCC(NC(=O)OC)C1NC(=O)OC (centres undefined)	16%[9.24 µM]	5%	-3%	9%	-5%	17	-7%	-2%[57.1 µM]	20%
Cc1ccc(N(CC(=O)NC2CCCCC2C)S(=O)(=O)c2c(C)nn(C)c2C)cc1 (centres undefined)	8%	-4%	0%	6%	2%	10	8%	-3%	-1%
COc1ccc(C(NC(=O)C(C)(C)C)NC(=O)C(C)(C)C)cc1	10%	2%	12%	0%	-1%	-1	15%	11%	17%
CC1=NNC(=O)/C1=C\c1cn(-c2ccccc2)nc1-c1cccs1	8.2µM*	4.1µM*	8.2µM*	5%	·	-96*	0%	-9%	2.6µM*
CCOC(=O)CNC(=S)N(Cc1ccco1)Cc1ccccc1Cl	-2%	-2%	8%	?	-7%	-14	14%	-7%	6%
CCOc1c(N2CC(C)OC(C)C2)c(=O)c1=O (centres undefined)	7%	12%	12%	18%	5%	14	2%	-4%	?
O=C(/C=C/c1ccccc1[N+](=O)[O-])N1CCOCC1	6%	-10%	1%	-4%	-20%	4	-4%	9%	0%
O=S(=O)(Nc1ccc(C(O)(C(F)(F)F)C(F)(F)F)cc1)c1ccc(Cl)c2nonc12	15µM*	·	21µM*	?	18µM*	-114*	?	-23%	·
c1ccc(Oc2cccc(OCCn3cncn3)c2)cc1	6%	-2%	4%	6%	2%	17	-5%	2%[57.1 µM]	16%
COc1ccc(CNC(=O)CCC(=O)n2ncc3cc(C)ccc32)cc1	-1%	4%	1%	6%	-20%	10	-1%	6%	0%
O=C(CN1C(=O)c2ccccc2S1(=O)=O)NCCSCc1ccccc1Cl	8%	1%	2%	?	2%	31	?	-9%	8%
Cc1ccc(C)c(NC(=O)CCOc2ccccc2)c1	3%	-3%	2%	0%	-1%	1	4%	2%	0%
CC(C)(C)C(=O)Nc1cc(C(F)(F)F)ccc1N1CCOCC1	0%	-4%	2%	1%	-12%	-7	0%	2%	2%
Cc1cc(C)c(C)c(S(=O)(=O)N2CCC(C(=O)N3CCCC3)CC2)c1C	-14%	14%	-6%	-4%	-9%	0	-29%	6%	11%
CN1C(=O)N(CC(=O)c2ccc3c(c2)OCO3)C(=O)C12CCCCC2	14%	·	3%	15%	·	-11	-1%	1%	·
Cc1cccc(NC(=O)N2CCC(NC(=O)C3CCCCC3)CC2)c1	1%	-4%	3%	-6%	3%	11	1%	2%	3%
NC(c1csc(Nc2ccc(C(F)(F)F)cn2)n1)C1CCCCC1 (centres undefined)	18µM*	·	?	?	?	-66*	?	-6%[57.1 µM]	·
N/C(=N\OC(=O)c1ccc([N+](=O)[O-])cc1)c1ccc(Br)cc1	20%	-5%	21%	-13%	44%[activator]	-2	6%	2%	-3%
